# Screens as filed in PubChem.
# TcdB GH inh: inhibitors of Clostridioides difficile toxin B glycohydrolase | inhibition, % at 9.99 µM | actives 0.24% (n = 350,000) | P18177 | TcdB glycohydrolase enzymatic assay, plate reader; in the data active = inhibition above about 10%
# Starred values were filed as active, the others as inactive. This is a subset; rates above refer to the full screens.
structure	TcdB GH inh
N#C[C@H]1[C@H](c2ccc(C#Cc3ccccc3F)cc2)[C@H](CO)N1C(=O)C1CCCC1	0.0
COc1ccc(NC(=O)Nc2ccc3c(c2)C(=O)N([C@H](C)CO)C[C@H](C)[C@H](CN(C)C(=O)Nc2ccc(C(F)(F)F)cc2)OCCCC[C@H](C)O3)cc1	1.4
C[C@H](NC(=O)C[C@H]1C[C@H]2c3cc(NS(=O)(=O)c4ccc(F)cc4)ccc3O[C@H]2[C@@H](CO)O1)c1ccccc1	0.5
C[C@@H]1CN([C@@H](C)CO)C(=O)c2c(c3ccccc3n2C)-c2ccccc2CO[C@H]1CN(C)Cc1cccc(C(F)(F)F)c1	-0.2
CCCC#Cc1ccc([C@H]2[C@H]3CN(S(=O)(=O)c4ccccc4F)CCCCN3[C@H]2CO)cc1	-0.1
O=C(C[C@H]1CC[C@@H]2[C@H](COC[C@@H](O)CN2S(=O)(=O)c2ccc(F)cc2)O1)N[C@@H]1CCN(Cc2ccccc2)C1	0.6
C[C@@H]1CCCCO[C@@H](CN(C)C)[C@@H](C)CN([C@H](C)CO)C(=O)c2cc(NC(=O)Nc3ccc(F)cc3)ccc2O1	0.4
O=C(C[C@@H]1CC[C@H]2[C@@H](COC[C@@H](O)CN2C(=O)c2ccc(F)cc2)O1)NCCCN1CCOCC1	-7.3
CO[C@H]1CN(C)C(=O)c2cc(NC(=O)NC3CCCCC3)ccc2OC[C@@H](C)N(C)C[C@H]1C	0.0
O=C(C[C@@H]1CC[C@H]2[C@@H](COC[C@@H](O)CN2Cc2ccccc2)O1)NCCCN1CCOCC1	-0.9
COc1ccc(NC(=O)Nc2ccc3c(c2)C(=O)N([C@@H](C)CO)C[C@@H](C)[C@@H](CN(C)Cc2ccc(C(=O)O)cc2)O3)cc1	0.8
COc1ccc(S(=O)(=O)N(C)C[C@@H]2OCCCC[C@H](C)Oc3ccc(NS(C)(=O)=O)cc3C(=O)N([C@@H](C)CO)C[C@H]2C)cc1	1.2
C[C@@H]1CN([C@@H](C)CO)C(=O)c2cc(NC(=O)C3CCCCC3)ccc2O[C@@H](C)CCCCO[C@@H]1CN(C)C(=O)Nc1cccc2ccccc12	-0.4
CN(C)C(=O)C[C@@H]1CC[C@@H]2[C@@H](COc3ccc(NC(=O)c4ccc(F)cc4)cc3C(=O)N2C)O1	0.6
CCCC#Cc1ccc2c(c1)O[C@H](CN(C)C(=O)C1CCC1)[C@@H](C)CN([C@@H](C)CO)S2(=O)=O	1.8
C[C@H]1CN([C@@H](C)CO)C(=O)c2cc(NC(=O)Nc3ccc(F)cc3)ccc2O[C@@H]1CN(C)C(=O)Nc1ccc2c(c1)OCO2	0.8
CC(=O)N[C@@H]1C=C[C@@H](CC(=O)NCC2CCCCC2)O[C@H]1CO	0.2
COc1ccc(C(=O)Nc2ccc3c(c2)OC[C@@H](C)N(C(C)=O)C[C@H](C)[C@H](OC)CN(C)C3=O)cc1	-1.3
O=C(C[C@H]1C=C[C@H](NC(=O)Nc2ccc(C(F)(F)F)cc2)[C@@H](CO)O1)NCc1cccc(F)c1	-0.1
C/C=C/c1ccc([C@H]2[C@@H](CO)N(C(C)=O)[C@@H]2CN(CCC)C(=O)C2CC2)cc1	-0.8

# The results go on.
structure	TcdB GH inh
C[C@H]1CN([C@@H](C)CO)C(=O)Cc2cc(NC(=O)CCC(F)(F)F)ccc2O[C@@H]1CN(C)C(=O)NC1CCCCC1	-0.5
C[C@@H]1CCCCO[C@@H](CN(C)C(=O)c2ccncc2)[C@@H](C)CN([C@H](C)CO)C(=O)c2cc(NS(=O)(=O)c3ccc(Cl)cc3)ccc2O1	-0.5
COCC(=O)Nc1ccc2c(c1)C(=O)N(C)[C@@H]1CC[C@H](CC(=O)NC3Cc4ccccc4C3)O[C@H]1CO2	-0.7
C[C@H](CO)N1C[C@H](C)[C@@H](CN(C)C(=O)c2ccc(F)cc2)Oc2ncc(-c3ccc(F)cc3)cc2C1=O	0.3
CN(C)C(=O)c1ccc(-c2ccccc2[C@@H]2[C@H](C#N)N(C(=O)C3CCCCC3)[C@H]2CO)cc1	-0.6
C[C@H]1CN([C@@H](C)CO)C(=O)c2cc(C#CC3(O)CCCC3)cnc2O[C@@H]1CN(C)Cc1ccncc1	1.0
C[C@@H]1CN([C@@H](C)CO)C(=O)c2ccccc2-c2ccccc2CO[C@@H]1CN(C)C(=O)C1CC1	0.6
COCC#Cc1ccc2c(c1)O[C@@H](CN(C)C(=O)C1CCCCC1)[C@H](C)CN([C@H](C)CO)S2(=O)=O	1.1
C[C@@H]1CN([C@H](C)CO)C(=O)c2c(c3ccccc3n2C)-c2ccccc2CO[C@@H]1CN(C)C(=O)[C@H](Cc1ccccc1)N(C)C	0.8
O=C(NCc1ccccc1)[C@@H]1[C@@H](CO)[C@@H]2Cn3c(cccc3=O)[C@H]1N2C(=O)c1cnccn1	-16
CC(C)NC(=O)Nc1ccc2c(c1)C(=O)N([C@H](C)CO)C[C@@H](C)[C@H](CN(C)C(=O)Nc1ccc(C(F)(F)F)cc1)O2	1.6
CN1C(=O)c2cc(NC(=O)C3CCOCC3)ccc2OC[C@H]2O[C@H](CC(=O)NCc3ccc4c(c3)OCO4)CC[C@@H]21	0.6
C[C@H]1CN([C@@H](C)CO)C(=O)Cc2cc(NC(=O)Cc3cn(C)c4ccccc34)ccc2O[C@@H]1CN(C)Cc1ccc(-c2ccccc2)cc1	-0.7
CCCN1C[C@H](C)[C@H](OC)CN(C)C(=O)c2cc(NC(=O)NC3CCCC3)ccc2OC[C@@H]1C	-0.5
COc1ccc(CN(C)C[C@@H]2Oc3c(NC(=O)NC4CCCCC4)cccc3C(=O)N([C@@H](C)CO)C[C@@H]2C)cc1	-0.5
CO[C@@H]1CN(C)C(=O)c2cc(NS(=O)(=O)c3ccc(-c4ccccc4)cc3)ccc2OC[C@@H](C)NC[C@@H]1C	0.0
C[C@@H]1CN([C@@H](C)CO)C(=O)c2cc(NC(=O)C3CCCCC3)ccc2O[C@@H](C)CCCCO[C@H]1CN(C)C(=O)Cc1ccccc1	0.0
Cc1noc(C)c1NC(=O)N[C@H]1CC[C@@H](CC(=O)N2CCCCC2)O[C@@H]1CO	-0.8
CN1C(=O)c2cc(NC(=O)c3cnccn3)ccc2OC[C@H]2O[C@H](CC(=O)N[C@@H]3CCN(Cc4ccccc4)C3)CC[C@@H]21	-0.7
C[C@@H]1CN([C@@H](C)CO)C(=O)Cc2cc(NC(=O)Cc3cn(C)c4ccccc34)ccc2O[C@H]1CN(C)S(=O)(=O)c1ccc(F)cc1	0.1

# Next section
structure	TcdB GH inh
COc1ccc(NC(=O)Nc2ccc3c(c2)C(=O)N([C@@H](C)CO)C[C@@H](C)[C@@H](CN(C)C(=O)Cc2ccccc2)OCCCC[C@@H](C)O3)cc1	2.2
C[C@@H]1CN([C@H](C)CO)C(=O)Cc2cc(NC(=O)Nc3cccc4ccccc34)ccc2O[C@@H]1CN(C)C	0.9
CCC(=O)Nc1ccc2c(c1)OC[C@@H](C)N(C(=O)NC(C)C)C[C@@H](C)[C@@H](OC)CN(C)C2=O	18*
C[C@H](CO)N1C[C@H](C)[C@H](CN(C)C(=O)Nc2ccccc2)Oc2ccc(NC(=O)Cn3cnnn3)cc2CC1=O	0.8
COCC(=O)N(C)C[C@H]1Oc2ncc(C#Cc3ccccc3OC)cc2C(=O)N([C@@H](C)CO)C[C@H]1C	2.1
C[C@H](CO)N1C[C@H](C)[C@H](CN(C)Cc2ccc(C(=O)Nc3ccccc3N)cc2)Oc2ccc(NC(=O)Nc3ccc4c(c3)OCO4)cc2CC1=O	0.2
CCS(=O)(=O)N1CC(=O)N2[C@H](CO)[C@@H](c3ccc(C#Cc4cccc(F)c4)cc3)[C@@H]2C1	1.1
COc1ccc2c3c([nH]c2c1)[C@H](CO)N(C(=O)Cc1ccccc1)CC31CN(C(=O)Nc2ccccc2F)C1	0.3
C[C@H](CO)N1C[C@H](C)[C@@H](CN(C)Cc2ccc(F)cc2)Oc2cc(C#CC3CC3)ccc2S1(=O)=O	-0.8
C[C@H]1CCCCO[C@H](CN(C)C(=O)c2ccncc2)[C@@H](C)CN([C@@H](C)CO)C(=O)c2cc(NS(=O)(=O)c3cn(C)cn3)ccc2O1	0.2
C[C@@H]1CN([C@H](C)CO)C(=O)c2cccc(NC(=O)CCCCCC(=O)Nc3ccccc3N)c2O[C@H]1CN(C)S(C)(=O)=O	-18
C[C@H]1CN([C@@H](C)CO)C(=O)c2cccc(NS(=O)(=O)c3cn(C)cn3)c2O[C@H]1CN(C)CC1CC1	0.7
C[C@H]1CN([C@@H](C)CO)C(=O)c2cc(Br)cnc2O[C@@H]1CN(C)Cc1cccc(F)c1	1.4
CN1C(=O)c2cc(NC(=O)c3ccc(F)c(F)c3)ccc2OC[C@@H]2O[C@@H](CC(=O)N[C@@H]3CCN(Cc4ccccc4)C3)CC[C@@H]21	-4.9
C[C@@H]1CN([C@@H](C)CO)C(=O)Cc2cc(NC(=O)C3CCCCC3)ccc2O[C@H]1CN(C)Cc1ccc(Oc2ccccc2)cc1	-0.2
O=C(C[C@H]1CC[C@@H](NC(=O)C2CCOCC2)[C@H](CO)O1)NCc1ccccc1Cl	-2.7
COc1ccccc1NC(=O)N[C@H]1CC[C@@H](CCNS(=O)(=O)c2ccc(C)cc2)O[C@@H]1CO	-0.5
Cc1cccc(-c2ccc([C@@H]3[C@@H](CO)N4CCCCN(S(=O)(=O)c5ccccc5C)C[C@H]34)cc2)c1	-1.4
O=Cc1ccc(NC(=O)CCCCCCC(=O)NOCc2ccccc2)cc1	1.4
COc1cccc(-c2ccc3c(c2)O[C@H](CN(C)C(=O)C2CCOCC2)[C@H](C)CN([C@@H](C)CO)S3(=O)=O)c1	0.6

# Quoted at random: six records from the list
structure	TcdB GH inh
O=C(C[C@H]1CC[C@@H](NC(=O)C2CCOCC2)[C@H](CO)O1)NCc1ccccc1Cl	-2.7
C[C@@H]1CN([C@@H](C)CO)C(=O)Cc2cc(NC(=O)C3CCCCC3)ccc2O[C@H]1CN(C)Cc1ccc(Oc2ccccc2)cc1	-0.2
C[C@H](CO)N1C[C@H](C)[C@H](CN(C)Cc2ccc(C(=O)Nc3ccccc3N)cc2)Oc2ccc(NC(=O)Nc3ccc4c(c3)OCO4)cc2CC1=O	0.2
COc1ccccc1NC(=O)N[C@H]1CC[C@@H](CCNS(=O)(=O)c2ccc(C)cc2)O[C@@H]1CO	-0.5
C[C@@H]1CN([C@H](C)CO)C(=O)c2cccc(NC(=O)CCCCCC(=O)Nc3ccccc3N)c2O[C@H]1CN(C)S(C)(=O)=O	-18
C[C@@H]1CN([C@H](C)CO)C(=O)Cc2cc(NC(=O)Nc3cccc4ccccc34)ccc2O[C@@H]1CN(C)C	0.9

# Continuation:
> C[C@H]1CN([C@@H](C)CO)C(=O)c2cc(NC(=O)Cn3cnnn3)ccc2O[C@@H]1CN(C)Cc1ccc(C(=O)O)cc1
  TcdB GH inh: -2.3
> COc1ccc(S(=O)(=O)Nc2ccc3c(c2)C(=O)N([C@H](C)CO)C[C@H](C)[C@H](CN(C)C(=O)Nc2c(C)noc2C)OCCCC[C@H](C)O3)cc1
  TcdB GH inh: 1.2
> Cc1cc(C(=O)Nc2cccc3c2O[C@H](CN(C)S(C)(=O)=O)[C@H](C)CN([C@@H](C)CO)C3=O)n(C)n1
  TcdB GH inh: -8.6
> C[C@H](CO)N1C[C@H](C)[C@@H](CN(C)C(=O)c2ccccn2)Oc2ncc(-c3ccccc3)cc2C1=O
  TcdB GH inh: -2.0
> COc1ccccc1CNC(=O)C[C@@H]1CC[C@@H]2[C@H](COC[C@@H](O)CN2Cc2ccc3c(c2)OCO3)O1
  TcdB GH inh: 0.5
> CC(C)C#Cc1ccc2c(c1)O[C@@H](CN(C)Cc1cncnc1)[C@H](C)CN([C@@H](C)CO)S2(=O)=O
  TcdB GH inh: 0.7
> Cc1ccccc1S(=O)(=O)N(C)C[C@@H]1OCc2ccccc2-c2c(n(C)c3ccccc23)C(=O)N([C@@H](C)CO)C[C@@H]1C
  TcdB GH inh: -0.4
> C/C=C/c1ccc([C@@H]2[C@@H](CO)N(C(=O)CN3CCOCC3)[C@H]2C#N)cc1
  TcdB GH inh: -0.8
> CN(C)CC(=O)N1[C@@H]2c3ccc(-c4ccc(F)cc4)c(=O)n3C[C@@H]2[C@@H](CO)[C@@H]1C(=O)NC1CCCC1
  TcdB GH inh: 0.2
> CC(=O)N(C)C[C@@H]1Oc2cc(-c3cccnc3)ccc2S(=O)(=O)N([C@H](C)CO)C[C@@H]1C
  TcdB GH inh: 0.7
> C[C@@H]1CN([C@H](C)CO)C(=O)c2cccc(NC(=O)c3ccc(-c4nccs4)cc3)c2O[C@@H]1CN(C)Cc1ccccc1
  TcdB GH inh: -1.0
> COCCNC(=O)C[C@@H]1CC[C@@H](NS(=O)(=O)c2ccc(C)cc2)[C@@H](CO)O1
  TcdB GH inh: -2.8
> C[C@@H]1CCCCO[C@@H](CN(C)CC2CCCCC2)[C@H](C)CN([C@@H](C)CO)C(=O)c2cc(N(C)C)ccc2O1
  TcdB GH inh: -33
> C[C@H](CO)N1C[C@H](C)[C@H](CN(C)C(=O)c2ccccc2)Oc2ncc(C#C[C@@H](C)O)cc2C1=O
  TcdB GH inh: 1.2
> CCC(=O)N[C@H]1C=C[C@@H](CC(=O)NCC2CC2)O[C@@H]1CO
  TcdB GH inh: -0.5

# Quoted from the listing.
# Reading for `CCCN1C[C@H](C)[C@H](OC)CN(C)C(=O)c2cc(NC(=O)NC3CCCC3)ccc2OC[C@@H]1C` in TcdB GH inh: -0.5
# Reading for `CO[C@@H]1CN(C)C(=O)c2cc(NS(=O)(=O)c3ccc(-c4ccccc4)cc3)ccc2OC[C@@H](C)NC[C@@H]1C` in TcdB GH inh: 0.0
# Reading for `C[C@H]1CN([C@@H](C)CO)C(=O)c2cc(Br)cnc2O[C@@H]1CN(C)Cc1cccc(F)c1` in TcdB GH inh: 1.4

# (next part)
> O=C(C[C@@H]1C=C[C@H](NS(=O)(=O)c2ccc(F)cc2)[C@@H](CO)O1)NCc1ccc(Cl)c(Cl)c1
  TcdB GH inh: -0.2
> C[C@@H]1CCCCO[C@@H](CN(C)S(=O)(=O)c2ccccc2)[C@H](C)CN([C@H](C)CO)C(=O)c2cc(NC(=O)c3ccccc3)ccc2O1
  TcdB GH inh: -0.8
> CO[C@H]1CN(C)C(=O)c2cc(NC(C)=O)ccc2OC[C@@H](C)N(Cc2ccc(F)cc2)C[C@@H]1C
  TcdB GH inh: 0.1
> CCCNC(=O)[C@@H]1[C@@H](CO)[C@@H]2Cn3c(cccc3=O)[C@H]1N2C(=O)C1CCC1
  TcdB GH inh: 0.1
